From PubChem BioAssay
NCI-60 one-dose screen, 48 h, at 10 µM unless noted. Numbers give growth in % (100 = growth as untreated, 0 = no growth, -100 = all killed).
RXF 393: RXF 393 renal cancer cells. 77,000 tested, 6.9% active. AID 1794773
ACHN: ACHN renal cancer. 81,000 tested, 4.9% active
IGROV1: IGROV1 ovarian cancer | 79,000 tested, 4.7% active | AID 1794786
TK-10: TK-10 renal cancer cells; 81,000 tested, 3.9% active; AID 1794769
UO-31: UO-31 renal cancer; 81,000 tested, 5.2% active; AID 1794768
SN12C: SN12C renal cancer cells; 81,000 tested, 3.8% active; AID 1794767
786-0: 786-0 renal cancer cells. 81,000 tested, 5.1% active. AID 1794775
SK-OV-3: SK-OV-3 ovarian cancer cells; 80,000 tested, 3.2% active
* marks the source's active call; other numbers are inactive results; x = no result given; [ ] = dose if it differs, or a comment. Rule for the calls: active = growth percent below 10; inactive = the rest. Random draw from the library; overall some 9.6% were active at least once.

| Molecule | RXF 393 | ACHN | IGROV1 | TK-10 | UO-31 | SN12C | 786-0 | SK-OV-3 |
| --- | --- | --- | --- | --- | --- | --- | --- | --- |
| CO[C@H](C(=O)N[C@@H](CCCCNC(=O)OCc1ccccc1)C(=O)OC(C)(C)C)[C@@H]1Cc2cc3cc(OC4CC(OC5CC(O)C(O)C(C)O5)C(O)C(C)O4)c(C)c(O)c3c(O)c2C(=O)[C@H]1OC1CC(OC2CC(OC3CC(C)(O)C(O)C(C)O3)C(O)C(C)O2)C(O)C(C)O1 (some centres undefined) | -86* | -2.6* | 22 | -9.6* | 11 | -7.4* | -90* | -53* |
| COC(=O)C1(CC(=O)c2ccc(C)cc2)NC(=S)NC(=O)C1C#N (centres undefined) | 101 | 103 | 102 | 111 | 80 | 113 | 103 | 128 |
| O=c1ccc(=O)n(-c2nc(-c3ccccc3)cs2)[nH]1 | 103 | 86 | 68 | 113 | 64 | 90 | 97 | 84 |
| CC(N)S(=O)(=O)O (centres undefined) | 98 | 100 | 105 | 96 | 87 | 86 | 94 | 101 |
| O=C(Cc1ccc(F)c(F)c1)Nc1cc(C2(C(F)(F)F)CC2)nn1Cc1ccccc1 | -27* | -13* | 30 | 3.5* | -3.9* | 6.2* | 12 | -25* |
| CC1(C)CC[C@]23CC[C@]4(C)[C@H](CC[C@@H]5[C@@]6(C)CC(CC/C(N)=N/O)(CC/C(N)=N/O)C(=O)C(C)(C)[C@@H]6CC[C@]54C)[C@H]2[C@H]1OC3=O | 116 | 99 | 100 | 117 | 84 | 100 | 111 | 112 |
| C=C(C)[C@@H]1CC[C@]2(C(=O)O)CC[C@]3(C)[C@H](CC[C@@H]4[C@@]5(C)CCC(=O)NC(C)(C)[C@@H]5CC[C@]43C)[C@@H]12 | x | 100 | 106 | 106 | 80 | 100 | 104 | 98 |
| C=CCn1c2ccc(Br)cc2c2c3c(c4c5ccccc5ccc4c21)C(=O)N(O)C3=O | 104 | 98 | 86 | 123 | 79 | 102 | 101 | x |
| Cc1cc(C)c2nc(C)c(C)[n+]([O-])c2c1 | 114 | 109 | x | 99 | 88 | x | 103 | 85 |
| CCOC(=O)/C=C/c1sc(-c2ccccc2)cc1N | 90 | 100 | 93 | 97 | 71 | 91 | 88 | 107 |
| O=C(N1CCN(c2ccccc2)CC1)N1CCN(c2ccccc2)CC1 | 103 | 92 | x | x | 78 | 98 | 144 | 82 |
| COc1cc(/C=C/C(=O)c2ccc(NC(=O)CSc3nnc(-c4ccc(-c5nc6ccccc6[nH]5)cc4)o3)cc2)cc(OC)c1OC | 140 | 101 | 98 | 109 | 90 | 99 | 116 | 107 |
| Cc1ccc[n+](CC(=O)c2ccc3ccccc3c2)c1 | 117 | 108 | 107 | 116 | 84 | 101 | 106 | 108 |
| Cc1ccc(NC(=O)Oc2ccc(C#N)cc2)c(C)c1 | 98[100 µM] | 99[100 µM] | 104[100 µM] | 99[100 µM] | 90[100 µM] | 94[100 µM] | 102[100 µM] | 100[100 µM] |
| COc1cc(C2CC(c3cc(OC)c(OC)c(OC)c3)=Nc3c(C)nn(-c4ccccc4)c3N2)ccc1Oc1nc2c(c(=O)n(C)c(=O)n2C)n1C (centres undefined) | 110 | 96 | 89 | 112 | 65 | 100 | 96 | 120 |
| NS(=O)(=O)c1ccc(-n2nc(C(=O)N/N=C\c3ccc(F)cc3)cc2-c2ccc(Cl)cc2)cc1 | 90 | 90 | 76 | 136 | 62 | 91 | 105 | 94 |
| CCCCCCCCS(=O)C(C)Cc1ccc2c(c1)OCO2 (centres undefined) | 103 | 103 | 109 | 113 | 65 | 111 | 110 | 108 |
| O=C(OCc1ccccc1)C(Cc1ccccc1)NC(=O)C(Cc1ccc(O)cc1)N(C(=O)OCc1ccccc1)C(=O)OCc1ccccc1 (centres undefined) | 113 | 96 | 91 | 98 | 77 | 100 | 100 | 100 |
| C#COc1cccc(Nc2ncnc3cc(NC(=O)[C@H](C)Cl)ccc23)c1 | 16[6.25 µM] | 17[6.25 µM] | 9.8*[6.25 µM] | 9.6*[6.25 µM] | 27[6.25 µM] | 11[6.25 µM] | 14[6.25 µM] | 3.8*[6.25 µM] |
| CC1CCN(C(=S)SCc2ccc(-c3ccccc3-c3nn[nH]n3)cc2)CC1 | 124 | 113 | 92 | x | 85 | 102 | 97 | 102 |
| COc1cc(C(=O)O)ccc1O | 117 | 102 | 112 | 92 | 93 | 99 | 102 | 106 |
| NC(=O)c1cc(I)ccc1NC(=O)/C=C/c1ccccc1 | 19 | 38 | -53* | 61 | 28 | 32 | 26 | 70 |
| COc1c2occc2c(OC)c2c(=O)c(-c3cc(-c4ccc(F)cc4)c(C#N)c(N)n3)c(C)oc12 | 44 | 42 | 21 | 54 | 25 | 40 | 51 | 56 |
| Cc1ccc(NC(=O)CCC(=O)NS(=O)(=O)c2ccccc2)cc1 | 97 | 106 | 103 | 91 | 85 | 101 | 96 | 107 |
| COc1ccc2cc(-c3ccnc4[nH]c(=O)[nH]c(=O)c34)ccc2c1 | 107 | 111 | 105 | 99 | 89 | 94 | 98 | 97 |

Molecules from the list above containing an aryl methoxy group, in the order listed:
| Molecule | RXF 393 | ACHN | IGROV1 | TK-10 | UO-31 | SN12C | 786-0 | SK-OV-3 |
| --- | --- | --- | --- | --- | --- | --- | --- | --- |
| COc1cc(/C=C/C(=O)c2ccc(NC(=O)CSc3nnc(-c4ccc(-c5nc6ccccc6[nH]5)cc4)o3)cc2)cc(OC)c1OC | 140 | 101 | 98 | 109 | 90 | 99 | 116 | 107 |
| COc1cc(C2CC(c3cc(OC)c(OC)c(OC)c3)=Nc3c(C)nn(-c4ccccc4)c3N2)ccc1Oc1nc2c(c(=O)n(C)c(=O)n2C)n1C (centres undefined) | 110 | 96 | 89 | 112 | 65 | 100 | 96 | 120 |
| COc1cc(C(=O)O)ccc1O | 117 | 102 | 112 | 92 | 93 | 99 | 102 | 106 |
| COc1c2occc2c(OC)c2c(=O)c(-c3cc(-c4ccc(F)cc4)c(C#N)c(N)n3)c(C)oc12 | 44 | 42 | 21 | 54 | 25 | 40 | 51 | 56 |
| COc1ccc2cc(-c3ccnc4[nH]c(=O)[nH]c(=O)c34)ccc2c1 | 107 | 111 | 105 | 99 | 89 | 94 | 98 | 97 |

Next records
| Molecule | RXF 393 | ACHN | IGROV1 | TK-10 | UO-31 | SN12C | 786-0 | SK-OV-3 |
| --- | --- | --- | --- | --- | --- | --- | --- | --- |
| COc1ccc(-c2noc(CN3CCN(c4ccccc4OC)CC3)n2)cc1OC | 113 | 105 | 99 | 102 | 87 | 97 | 104 | 104 |
| O=S(=O)(NCCCNc1nccc(-c2c(-c3cccc(O)c3)nc3occn23)n1)c1ccc(C(F)(F)F)cc1 | 79 | 74 | 50 | 115 | 66 | 84 | 81 | 65 |
| NC1(c2nc3ccc4[nH]ncc4c3c3c2CCCC3)CC1 | 46 | 78 | 72 | 86 | 53 | 80 | 98 | 93 |
| CCN(CC)c1ccc(Nc2ccc(CC(=O)c3ccccc3)cc2)cc1 | 89 | x | 88 | 107 | 72 | 95 | 88 | 98 |
| COc1ccc(-n2c(CSc3ccc(Cl)cc3)n[nH]c2=S)cc1 | 119 | 99 | 115 | 110 | 92 | 104 | 106 | 97 |
| CC(NCCc1ccc(O)cc1)C(O)c1ccc(O)cc1 (centres undefined) | 112 | x | 106 | 115 | 78 | 81 | 99 | 98 |
| COc1nc(Cl)nc(Cl)n1 | 109 | 110 | 101 | 124 | 94 | 106 | 102 | 110 |
| COc1ccc2cc(C(C)NC(=O)Nc3ccc(S(=O)(=O)NC(C)=O)cc3)ccc2c1 (centres undefined) | 81 | 87 | 97 | 101 | 95 | 104 | 79 | 93 |
| Cc1cc(-c2cc(OC(=O)c3ccccc3)ccc2Cl)cc2nnc(Nc3ccc(OCCN4CCCC4)cc3)nc12 | 59 | 74 | 69 | 90 | 74 | 66 | 99 | 53 |
| COC(=O)N1CCc2cc(O)c(OC)cc2C1(C)Cc1ccccc1 (centres undefined) | 130 | 104 | 103 | 95 | 94 | 105 | 103 | 110 |
| BrC1c2cccc3cccc(c23)C1Br (centres undefined) | 119 | 92 | 54 | 127 | 59 | 88 | 105 | 86 |
| NS(=O)(=O)c1cccc(C(=O)O)c1 | 115 | 110 | 102 | 86 | 84 | 102 | 104 | 70 |
| COC(=O)C(Br)(C(=O)OC)C(Br)C(Br)C(Br)c1ccccc1 (centres undefined) | -21* | -70* | 39 | -45* | -9.0* | 97 | 86 | 102 |
| NC(=O)c1ccccc1[N+](=O)[O-] | 110 | 100 | 102 | 104 | 85 | 109 | 108 | 100 |
| COc1cccc(-c2nn(-c3ccccc3)cc2-c2ccnc(NCCCNC(=O)Nc3ccc(F)cc3)c2)c1 | 0.9* | 21 | 16 | 50 | 18 | 24 | -11* | 3.7* |
| O=C(C[n+]1ccccc1)c1ccc(Cl)cc1 | 97 | 114 | 104 | 98 | 84 | 104 | 107 | 106 |
| CCOC(=O)c1c(NC(=O)c2cc(-c3ccc(C)cc3)oc2C)sc(C)c1C | 103 | 107 | 102 | 137 | 79 | 99 | 105 | 103 |
| Cc1cc(CSc2ccccc2C(=O)N2CCN(Cc3ccncc3)CC2)no1 | 112 | 93 | 102 | 94 | 89 | 100 | 105 | 96 |
| CS(=O)(=O)c1ccc(-c2nn(-c3ccc(F)cc3)cc2/C=N/NC(=O)c2ccccc2)cc1 | 83 | 96 | 89 | 108 | 77 | 98 | 97 | 106 |
| C=CCOC(=O)C1=CNC2=C(C(O)CC(c3ccccc3)C2)C1c1ccc(O)cc1 (centres undefined) | 105 | 92 | 97 | 101 | 70 | 102 | 90 | 91 |
| O=C1NC(=O)C2(N1)c1ccccc1-c1ccccc12 | 112 | 102 | 112 | 105 | 86 | 101 | 106 | 103 |
| COc1cccc(NC(=O)N2CCCN(c3nc(-c4ccc(C)cc4)nc4ccccc34)CC2)c1 | 67 | 84 | 61 | 76 | 48 | 83 | 75 | 83 |
| CC(C)CCC[C@@H](C)C1CCC2C3CCC4=C/C(=N/OCCN(C)C)CC[C@]4(C)C3CC[C@@]21C (some centres undefined) | 92 | 89 | 49 | 70 | 62 | 93 | 76 | 94 |
| CC(C)c1cc(-c2nc3ccc(F)cc3[nH]2)no1 | 105 | 112 | 108 | 106 | 95 | 101 | 99 | 96 |
| COc1ccn2c(C(C)=O)cc(C(=O)c3ccc4c(c3)Sc3ccccc3N4)c2c1 | 52 | 21 | 35 | 30 | 28 | 25 | 11 | 19 |

Remaining list, next part:
| Molecule | RXF 393 | ACHN | IGROV1 | TK-10 | UO-31 | SN12C | 786-0 | SK-OV-3 |
| --- | --- | --- | --- | --- | --- | --- | --- | --- |
| CC(=O)NC(C)Cc1ccc([N+](=O)[O-])cc1 (centres undefined) | 99 | 98 | 105 | 93 | 95 | 100 | 99 | 125 |
| COc1ccc(-n2cnc3c(N)nc(N)nc32)cc1 | 103 | 105 | x | 107 | 100 | 101 | 96 | 108 |
| O=C(CCN1CCCC1)c1ccc(Br)cc1 | 115 | 108 | 107 | 104 | 89 | 103 | 111 | 114 |
| CCn1cc(-c2ccnc(NCCCNS(=O)(=O)c3ccc(Br)cc3)c2)c(-c2cccc(O)c2)n1 | 94 | 97 | 95 | 94 | 81 | 79 | 72 | 72 |
| C#C[C@]1(O)CC[C@H]2[C@@H]3CC=C4c5sc(NCc6ccccc6)nc5CC[C@]4(C)[C@H]3CC[C@@]21C | -36* | 62 | 77 | 77 | 13 | 84 | -72* | -10* |
| NS(=O)(=O)c1ccc(N/N=C(\CS(=O)(=O)c2ccccc2)c2cc3cc(Br)ccc3o2)cc1 | 110 | 101 | 102 | 100 | 88 | 99 | 100 | x |
| CCOC(=O)C(Cc1ccc(O)c([N+](=O)[O-])c1)N1C(=O)c2ccccc2C1=O (centres undefined) | 114 | 95 | 94 | 122 | 70 | 102 | 106 | 117 |
| CC(=O)c1cc(C)c(OC(=O)c2ccccc2)c(C)c1 | 99 | 103 | 123 | x | 84 | 102 | 100 | 103 |
| CCOC(=O)c1c(NC(=S)Nc2ccc([N+](=O)[O-])cc2)nn(C)c1Nc1ccccc1 | 91 | 79 | 100 | 119 | 65 | 100 | 105 | 96 |
| O=C(O)C(Cc1ccccc1)n1c(O)c(C=C2N=c3ccccc3=N2)sc1=S (centres undefined) | 94 | 98 | 104 | 101 | 82 | 100 | 99 | 105 |
| Cc1c(Cc2ccccc2)c(=O)oc2c(C)c(OCC(=O)N3NC(=O)CC3=O)ccc12 | 106 | 104 | 104 | 117 | 79 | 95 | 105 | 103 |
| CCOC(=O)C1=C(c2ccccc2)N(C)C(=O)NC1c1ccc2c(c1)OCO2 (centres undefined) | 97 | 102 | 105 | 108 | 95 | 93 | 105 | 99 |
| O=C1NCCCN1 | 105 | 110 | 121 | 117 | 91 | 111 | 102 | 118 |
| O=c1cc(S)nc[nH]1 | 93 | x | 106 | 101 | 92 | 98 | 100 | 100 |
| COc1ccc(NC2=C(I)C(=O)c3ncccc3C2=O)cc1 | 33 | -13* | -44* | 51 | -93* | -96* | 11 | 50 |
| CN(CCCOS(C)(=O)=O)CCCOS(C)(=O)=O | 142 | 101 | 107 | 107 | 95 | 104 | 100 | 103 |
| Cn1c(=O)c2c(nc(Br)n2CC(=O)Nc2ccccc2)n(C)c1=O | 86 | 98 | 96 | 112 | 79 | 121 | 104 | 100 |
| Cc1ccc(C2=C/C(=C/c3ccc(Cl)cc3)C(=O)N2CCc2ccc(S(N)(=O)=O)cc2)cc1 | 99 | 84 | 103 | 96 | 64 | 96 | 76 | 91 |
| Cc1ccc2nc(-c3c(-c4ccccc4)nc4sccn34)[nH]c2c1 | 86 | 97 | 109 | 86 | 88 | 109 | 88 | 100 |
| Cc1ccc([C@@H]2C[C@@H]3Cc4cc(Cl)ccc4N2O3)o1 | 121 | 99 | 96 | 104 | 97 | x | 49 | 99 |
| Cc1cc2oc(/C=C/c3ccc(Cl)cc3)cc(=O)c2c(C)c1Cl | 120 | 114 | 78 | 138 | 93 | 107 | 91 | 106 |
